# Screening data deposited in PubChem by National Center for Advancing Translational Sciences (NCATS).
# N370S GC – inhibits or activates N370S mutant glucocerebrosidase; actives 0.092% (n = 330,000); Potency, µM (series often up to 59.4 µM), inactives show at the top dose activity change, negative = inhibition, usual class: inhibitors; N370S GC spleen homogenate, 4MU-glucoside fluorescence; P04062;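 also: 0% = full enzyme activity and -100% = no enzyme basal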
# TDP1 block – inhibitors of human tyrosyl-DNA phosphodiesterase TDP1; recombinant TDP1, AlphaScreen DNA substrate cleavage; Potency, µM (titrated, usually from 130 µM), inactives show at the top dose activity change, negative = inhibition, usual class: inhibitors; actives 0.28% (n = 350,000); AID 485290; also: nearly all actives have a fitted effect of over 40% in size
# Target sequence (Q9NUW8 whole entry, looked up): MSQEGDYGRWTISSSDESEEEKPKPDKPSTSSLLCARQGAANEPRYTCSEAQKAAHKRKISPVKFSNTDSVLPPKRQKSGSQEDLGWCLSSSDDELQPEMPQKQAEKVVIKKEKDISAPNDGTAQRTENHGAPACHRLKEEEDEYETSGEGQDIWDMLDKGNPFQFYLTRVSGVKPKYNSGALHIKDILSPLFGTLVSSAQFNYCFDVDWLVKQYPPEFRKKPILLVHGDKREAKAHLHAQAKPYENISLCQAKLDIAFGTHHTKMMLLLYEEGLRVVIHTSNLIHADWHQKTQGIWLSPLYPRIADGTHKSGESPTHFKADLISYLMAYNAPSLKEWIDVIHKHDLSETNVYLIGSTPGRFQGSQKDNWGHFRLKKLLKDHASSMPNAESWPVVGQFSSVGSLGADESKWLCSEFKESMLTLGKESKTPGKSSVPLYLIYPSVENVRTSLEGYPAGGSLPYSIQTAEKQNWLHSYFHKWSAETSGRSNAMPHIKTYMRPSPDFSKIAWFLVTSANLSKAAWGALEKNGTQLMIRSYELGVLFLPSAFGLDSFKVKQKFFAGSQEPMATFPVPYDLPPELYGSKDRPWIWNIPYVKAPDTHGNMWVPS
#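 Compounds were preincubated with Tdp1 (1 nM final) for 15 min at room temperature before substrate (15 nM final) started a 5 min reaction; beads (10 ug/ml final) were then added for 10 min before AlphaScreen detection.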
# FEN1 inhibitor – inhibitors of human flap endonuclease 1; P39748; Recombinant FEN1 flap cleavage, fluorescence, 15 min; Potency, µM (titrated, usually from 114 µM), without a hit: at the top dose activity change, negative = inhibition, hits mostly inhibitors; actives 0.35% (n = 390,000); AID 588795; also: nearly all actives have a fitted effect of over 65% in size
# Target sequence (P39748 whole entry, looked up): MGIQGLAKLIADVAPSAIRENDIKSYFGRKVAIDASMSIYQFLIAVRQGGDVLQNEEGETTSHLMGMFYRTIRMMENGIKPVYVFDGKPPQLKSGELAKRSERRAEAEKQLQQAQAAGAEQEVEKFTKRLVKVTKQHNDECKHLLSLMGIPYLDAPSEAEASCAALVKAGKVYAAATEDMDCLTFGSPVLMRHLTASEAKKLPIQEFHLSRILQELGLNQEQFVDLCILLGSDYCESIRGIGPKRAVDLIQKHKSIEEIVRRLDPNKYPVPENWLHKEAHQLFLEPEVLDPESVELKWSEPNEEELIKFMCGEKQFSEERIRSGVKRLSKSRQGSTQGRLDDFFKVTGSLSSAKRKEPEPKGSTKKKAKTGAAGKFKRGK
#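 Nuclease activity of 10 nM FEN1 was measured after 15 min of room-temperature exposure to titrated compounds, by adding 50 nM flap substrate and reading plates at 0 and 15 min.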
# Active calls of the source: *; ? = inconclusive; nt = not tested or not shown; & = joins results of further samples; [ ] = dose if it differs, or a comment. Calls follow the shape of the dose curve; as a rule, active = well fitted curve in the direction sought with a large enough effect; inconclusive = small, poorly fitted or top-dose-only effect, or another doubt; inactive = no such curve, though single readings can be large; an effect the other way counts as inactive or inconclusive. Unless noted, % is scaled to controls: 0 for no effect and ±100 for the full control effect; potency is read from the fitted curve at half-maximal effect.
SMILES,N370S GC,TDP1 block,FEN1 inhibitor
CC1(C)CC(=O)C2=C(C1)Nc1ccccc1NC2,-11%,5%,6%
Cc1cccc(NC(=S)N(CCCN2CCOCC2)Cc2cn(C)c3ccccc23)c1,7.9µM*,3%,-5%
CCOc1ccccc1NC(=O)C(C)Sc1cc(-c2ccccc2)nc(C)n1 (configuration not stated),nt,-1%,3%
COC(=O)CSc1nc2ccc(N)cc2s1,5%,-3%,-1%
O=C1S/C(=C/c2ccccc2)C(=O)N1CC(O)Cn1c2ccccc2c2ccccc21 (configuration not stated),0%,5%,-5%
CCN(CC)CCNC(=O)c1sc2nc(C)cc(C)c2c1-n1cccc1,nt,0%,1%
COc1ccc(Cl)cc1NC(=O)c1nnn(CC(=O)Nc2cc(C)cc(C)c2)c1N,1%,0%,-1%
CCC1CCCCN1C(=O)Cn1c(=O)n(-c2ccccc2C(F)(F)F)c(=O)c2c(C)c(C(=O)N(C)C)sc21 (configuration not stated),nt,0%,-4%
CCOC(=O)c1c(C)[nH]c(C)c1S(=O)(=O)N1CCC(C(=O)NCc2ccc(C)cc2)CC1,nt,3%,2%
Nc1ccc(C(=O)N2N=C(c3ccc(F)cc3)CC2(O)C(F)(F)F)cc1 (configuration not stated),2%,nt,-20%
CCOc1ccc(NC(=O)N2CCC(n3c(C)nc4cccnc43)CC2)cc1,nt,4%,3%
COc1ccc(N2CCN(CCNC(=O)Nc3cc(Cl)ccc3OC)CC2)cc1,11%,nt,-1%
Cc1cc(SCC(=O)c2ccc(O)c(O)c2)n2nc(C)c(-c3ccccc3)c2n1,-6%,nt,-27%
O=C(CSc1nc2ncccc2[nH]1)c1ccc(F)cc1,5%,7%,-5%
O=c1c2ccccc2nnn1CSc1nnnn1-c1ccc(O)cc1,-7%,3%,12%
CC(C)c1ccc(NC2CCCN(C(=O)c3n[nH]c4c3CCC4)C2)cc1 (configuration not stated),1%,5%,12%
CCCn1c(=N)n(CC(=O)c2ccc([N+](=O)[O-])cc2)c2ccccc21,-11%,-2%,4%
COc1ccc(C)cc1NC(=O)NCc1ccc2c(c1)CCN2C(=O)c1ccccc1,nt,0%,-14%
COC(=O)Cc1ccc(NC(=S)N2CCN(c3ccc(F)cc3)CC2)cc1,6%,3%,1%
COc1cc(C(=O)NCCCNc2nc3c(C)cc(C)cc3cc2C#N)cc(OC)c1OC,3%,-10%,-5%
COc1ccc(C(C)=O)cc1CSc1nnc(C)n1-c1ccccc1,-1%,-5%,-2%
Cc1ccc(-c2nnc(SCC(=O)N/N=C/c3ccc(C(=O)O)cc3)n2C2CCCCC2)cc1,-3%,6%,2%
COc1ccc(C(=O)NC(=S)Nc2ccc(N3CCOCC3)c(Cl)c2)cc1[N+](=O)[O-],11%,3%,-3%
C/C(=N/NC(=O)Cc1cccs1)c1ccco1,21%,-5%,-3%
O=C(/C=C/c1ccc(Br)o1)Nc1nnc(C2CC2)s1,2%,-9%,nt
# The results go on.
SMILES,N370S GC,TDP1 block,FEN1 inhibitor
Cn1c(=O)c2c(ncn2CC(=O)Nc2ccccc2)n(C)c1=O,5%,3%,10%
COc1ccc2nc(NC(=O)CSc3cn[nH]n3)sc2c1,-3%,2%,-11%
O=C(Nc1ccc(F)cc1)c1cncs1,-5%,nt,8%
CSc1ncccc1C(=O)Nc1cccc(S(=O)(=O)N2CCCC2)c1,nt,1%,-15%
CCOc1ccccc1NC(=O)/C=C/c1ccc(S(=O)(=O)N2CCOCC2)cc1,-3%,-4%[0.505 µM],-5%
Cc1csc(=O)n1CC(=O)OCC(=O)Nc1ccc(F)c(F)c1,0%,0%,10%
COc1ccc(S(=O)(=O)N2CCCC2)cc1NC(=O)c1ccccc1F,3%,nt,3%
CCOCCCNC(=S)Nc1cc(C)cc(C)c1,4%,-5%,8%
CC(C)CCN(C(=S)Nc1cccc(F)c1)C1CCN(C(C)C)CC1,2%,-1%,-3%
COc1cc(Br)cc(Br)c1OCC(=O)N/N=C/c1c(C)n(C)n(-c2ccccc2)c1=O,0%,-7%,23%
CCN(CC)S(=O)(=O)c1ccc(N=Nc2c(N)[nH]c(=O)[nH]c2=O)cc1,4%,1%,13%
Cc1ccc2c(c1)C(O)(CC(=O)/C=C/C=C/c1ccccc1)C(=O)N2 (configuration not stated),4%,2%,-15%
COc1ccc2c(c1)-c1nc(NC(=O)c3ccc(Cl)cc3)sc1CC2,nt,-3%,15%
CC1CCc2c(C(=O)NCc3cccnc3)csc2C1 (configuration not stated),5%,3%,18%
COc1cccc(CSc2nc3nc(C)cc(C)n3n2)c1,13%,nt,-13%
Cc1cc2cc(C)c(NCCNC(=O)c3ccccc3F)nc2cc1C,-21%,5%,-7%
COC(=O)c1cc2sc(C)cc2n1CC(=O)Nc1ccc(C)cc1Cl,nt,3%,-3%
CC(CSc1nnnn1-c1ccccc1)Cn1c(N2CCCC2)nc2c1c(=O)[nH]c(=O)n2C (configuration not stated),2%,5%,29%
Cc1ccc2nc(NC(=O)c3nc(SCc4ccccc4C)ncc3Cl)sc2c1,nt,5%,-12%
COc1ccc(NC(C)=O)cc1NC(C)C(=O)Nc1ccc(S(=O)(=O)N2CCCCC2)cc1 (configuration not stated),nt,6%,-13%
CCCCN(C(=O)c1ccccc1Br)C1CCS(=O)(=O)C1 (configuration not stated),-20%,nt,9%
COc1ccc(CCNc2ncnc3c2cnn3-c2cccc(Cl)c2)cc1,nt,3%,-13%
Fc1cccc(CCN2C(=S)NC[C@@H]2CC2CCCCC2)c1,15%,2%,-18%
Cc1ccc(NC(=O)CNCc2cccs2)cc1Br,-10%,nt,8%
Nn1c(SCC(=O)Nc2cccc(Br)c2)nnc1C1CC1,nt,0%,1%
# Later entries.
SMILES,N370S GC,TDP1 block,FEN1 inhibitor
CCCOc1ccc(C(=O)NCCc2ccccc2)cc1,4%,-2%,-15%
O=C(NCC1CCCO1)c1ccccc1S(=O)(=O)c1ccc([N+](=O)[O-])cc1 (configuration not stated),-4%,3%,4%
COc1cccc2cc(C(=O)Nc3ccc(CC(=O)O)cc3)c(=O)oc12,nt,1%,-11%
O=C(N/N=C/c1ccc([N+](=O)[O-])cc1)c1[nH]ncc1Br,-9%,3%,-1%
OC1(c2ccc3c(c2)OCO3)CCN(Cc2ccccn2)CC1,4%,7%,1%
COC(=O)Nc1cccn(Cc2c(Cl)cccc2Cl)c1=O,-5%,0%,-5%
Cc1c(C(=O)N2CCC(C)CC2)c(S(=O)(=O)Nc2ccc(OC(F)(F)F)cc2)c(C)n1C,nt,4%,4%
COc1cc(C2Nc3cccc4cccc(c34)N2)ccc1O,1%,9%,-8%
O=C(NCCS(=O)(=O)N1CCN(c2ccccc2)CC1)c1cccc(F)c1,-10%,nt,4%
Cc1ccc(CN2CCSc3ccc(C(=O)Nc4ccc(C)cc4)cc32)cc1,nt,1%,2%
CCOC(=O)C(Cc1ccc(NC(=O)/C(=C\c2ccccc2)NC(=O)c2ccccc2)cc1)N1C(=O)c2ccccc2C1=O (configuration not stated),-2%,-1%,11%
CN(C)C(CNC(=O)C1CCCN1C(=O)c1cccs1)c1ccccc1 (configuration not stated),nt,0%,12%
CCSc1ccccc1C(=O)NCc1ccco1,-5%,4%,-12%
COc1cc(OC)c(OC)cc1CNCCNC(=O)c1ccco1,4%,1%,9%
Cc1ccc(NC(=O)C2OCCc3ccccc32)cc1C (configuration not stated),2%,-2%,-5%
CCOC(=O)c1cc(C)n(Cc2ccc(OCC)c(OC)c2)c1C,26%,6%,-5%
C[C@@]12CCC(O)C[C@H]1CCc1ccccc12 (some centres not stated),-7%,15%[56.1 µM],nt
CCOC(=O)OCC1OC(C#Cc2ccc(Br)cc2)C=CC1OC(=O)OCC (configuration not stated),-3%[12.8 µM],4%[21 µM],nt
O=C(O)c1cc(-c2ccccc2)nn1Cc1ccccc1,nt,-7%,-8%
CCCN1C(=O)c2ccc(C(=O)Nc3nccs3)cc2C1=O,1%,2%,14%
Cc1ccc(N2C(=O)C(CC(=O)Nc3ccc(F)cc3)N(Cc3ccc4c(c3)OCO4)C2=O)cc1 (configuration not stated),nt,6%,0%
Cc1cc(C)c2cc(C(c3nnnn3CC3CCCO3)N3CCN4CCCC4C3)c(=O)[nH]c2c1 (configuration not stated),7%,4%,-4%
CCc1ccc(-c2cc(C)no2)cc1S(=O)(=O)Nc1cc(C)ccn1,-2%,2%,-4%
O=S(=O)(c1ccccc1)c1nc(-c2cccs2)oc1NCc1cccnc1,nt,4%[56.1 µM],3%
CCOC(=O)C(CC)Sc1nnc2[nH]c(=O)cc(C)n12 (configuration not stated),nt,8%,3%

# Part of the list above, with tabs:
Molecule	N370S GC	TDP1 block	FEN1 inhibitor
CCSc1ccccc1C(=O)NCc1ccco1	-5%	4%	-12%
COc1cc(OC)c(OC)cc1CNCCNC(=O)c1ccco1	4%	1%	9%
Cc1ccc(NC(=O)C2OCCc3ccccc32)cc1C (configuration not stated)	2%	-2%	-5%
CCOC(=O)c1cc(C)n(Cc2ccc(OCC)c(OC)c2)c1C	26%	6%	-5%
C[C@@]12CCC(O)C[C@H]1CCc1ccccc12 (some centres not stated)	-7%	15%[56.1 µM]	nt
CCOC(=O)OCC1OC(C#Cc2ccc(Br)cc2)C=CC1OC(=O)OCC (configuration not stated)	-3%[12.8 µM]	4%[21 µM]	nt
O=C(O)c1cc(-c2ccccc2)nn1Cc1ccccc1	nt	-7%	-8%
CCCN1C(=O)c2ccc(C(=O)Nc3nccs3)cc2C1=O	1%	2%	14%
Cc1ccc(N2C(=O)C(CC(=O)Nc3ccc(F)cc3)N(Cc3ccc4c(c3)OCO4)C2=O)cc1 (configuration not stated)	nt	6%	0%
Cc1cc(C)c2cc(C(c3nnnn3CC3CCCO3)N3CCN4CCCC4C3)c(=O)[nH]c2c1 (configuration not stated)	7%	4%	-4%
CCc1ccc(-c2cc(C)no2)cc1S(=O)(=O)Nc1cc(C)ccn1	-2%	2%	-4%
O=S(=O)(c1ccccc1)c1nc(-c2cccs2)oc1NCc1cccnc1	nt	4%[56.1 µM]	3%
CCOC(=O)C(CC)Sc1nnc2[nH]c(=O)cc(C)n12 (configuration not stated)	nt	8%	3%

# (next part)
SMILES,N370S GC,TDP1 block,FEN1 inhibitor
CCN1C(=O)[C@H]2[C@@H](c3ccc(-c4cc(C(C)=O)cs4)cc3)N3CCCC[C@@]3(C(=O)OC)[C@H]2C1=O,-6%,-4%,-9%
CCOC(=O)[C@@H]1[C@H]2COc3cc(OC)ccc3[C@@H]2N2C(=O)N(c3ccc(OC)cc3)C(=O)[C@]12C,0%,nt,-20%
Nc1nc(COC(=O)CCC(=O)c2ccccc2)nc(Nc2ccccc2)n1,-5%,0%,7%
CCOc1cc(/C=N/n2cnnc2)ccc1OCC(=O)Nc1ccccc1OC,4%,7%,-6%
CCOC(=O)c1cc(-c2ccc(OC)cc2)n(CCC(=O)NC2CCC(C)CC2)c1C (configuration not stated),nt,5%,-19%
COc1cc(C2NC(=O)C(C#N)=C(Nc3cccc(C)c3)S2)ccc1O (configuration not stated),-7%&10%,3%&5%,0%
O=S(=O)(NCCc1csc(-c2ccc(F)cc2)n1)c1ccc(F)cc1F,nt,-7%,-15%
COc1ccc(/C=C/c2nc(C#N)c(NCCc3ccccc3)o2)cc1OC,nt,5%,-3%
CCn1c(=O)c(CCC(=O)N2CCN(c3ccccn3)CC2)c(C)c2c(C)nn(-c3cccc(C)c3)c21,-1%,3%,28%
COc1ccc(CNC(=O)CN(C(=O)c2snc(C(N)=O)c2N)c2ccc(F)cc2)cc1,2%,3%,4%
Cc1ccc(SCc2cc(=O)[nH]c(SCC(=O)Nc3cc(Cl)ccc3Cl)n2)cc1,11%,5%,-1%
CN(CC(=O)Nc1ccc(F)c(F)c1F)C(=O)CCN1C(=O)C2CCCCC2C1=O (configuration not stated),nt,0%,3%
Cc1cc(Nc2cc(F)ccc2C)n2nc(C)nc2n1,12%,0%,17%
CSc1ccc(/C=N/NC(=O)CNc2ccc3ccccc3c2)cc1,-6%,7%,-22%
CC1SC(=NC(=O)c2ccncc2)NC1=O (configuration not stated),8%,-5%,6%
Cc1ccccc1C(=O)Nc1nnc(CC(=O)N/N=C/c2cn(Cc3ccccc3)c3ccccc23)s1,-6%,nt,-2%
O=C(CCCn1c(=O)c2sccc2n(Cc2ccc(F)cc2)c1=O)NCc1ccco1,5%,3%,0%
CCn1c(CNc2ccc(Cl)cc2)nnc1SCCN1CCCCC1,-3%,-1%,-5%
CC(=O)Nc1ccc(S(=O)(=O)Nc2nc3ccccc3nc2N2CCOCC2)cc1,nt,2%,2%
CN(C(=O)COC(=O)Cc1c(F)cccc1Cl)c1c(N)n(Cc2ccccc2)c(=O)[nH]c1=O,nt,0%,-5%
COc1ccc(-c2nn(C)c3sc(C(=O)Nc4cccc(F)c4)cc23)cc1OC,nt,0%,?
COc1ccc(-c2nc3ccc(N4CCCC4)cc3c(=O)[nH]2)cc1OC,-5%,3%,?
CN(C)c1ccc(CNC(=O)CCn2c(=O)c3cccn3c3ccc(F)cc32)cc1,nt,3%,0%
CN(c1ccccc1)S(=O)(=O)c1ccc(Cl)c(C(=O)NC2=NCCS2)c1,5%,4%,-12%
CCOC(=O)Cn1c(=O)cnc2ccccc21,3%,-2%,-11%
